Assay outcomes from PubChem.
HTR5A ag – activates human HTR5A in OPRM1-OPRD1 agonist counter-screen; P47898; HTR5A agonist assay, luminescence, cell-based; activation, % at 9.3 µM; 340,000 tested, 0.61% active; in the data active = activation mostly above about 9.5%, no sharp cut-off; inactive = mostly below about 7.6%;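 note: 0% = cells with vehicle only and 100% = reference agonist; strong numbers were not always called active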
MOR-DOR ag – agonists of human mu-delta opioid receptor heterodimerization | P35372+P41143 | cells, OPRM1-OPRD1 heterodimerization, luminescence | activation, % at 9.3 µM | 340,000 tested, 0.3% active | AID 504326; in the data active = activation above about 18%;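 note: 0% = vehicle-treated cells and 100% = reference agonist; values of inactives mirror those of a sister screen read the other way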
DAGLB inh – blocks human DAGLB lipase activity; Q8NCG7; HEK293T DAGLB membrane lysate, EnzChek fluorogenic substrate; inhibition, % at 5.17 µM; 340,000 tested, 0.059% active; AID 504411; in the data active = inhibition above about 34%;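 note: 0% = enzyme with vehicle and 100% = wells lacking enzyme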
Arrestin-AP2 inh – human beta-arrestin and AP2 interaction inhibition; FITC-arrestin peptide / GST-AP2 beads, flow cytometry; AP2 beta2 appendage carries R879A mutation; AID 504490; 340,000 tested, 0.31% active; inhibition, % at 10 µM;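 active = inhibition above a set limit, near 3 SD of compounds lacking own fluorescence, cut at about 54% in these data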;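 note: plate controls were DMSO wells for no effect and 5 µM unlabelled arrestin peptide for full effect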
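Material – GST-tagged AP2 beta2-adaptin appendage (R879A) on 4 µm glutathione beads · Probe or stimulus – fluorescein-tagged arrestin peptide at 50 nM final · Timing – 12 min plus 1 h, RT · Detection – bead flow cytometry, FITC channel · Read-out basis – inhibition as reduced fluorescein signal on beads, percent · Medium – PBS plus Tween 20 (0.05%) and BSA (0.1%)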
HTR5A inv ctr – counter-screen for OPRM1-OPRD1 inverse agonists: human HTR5A inverse agonism. inhibition, % at 9.3 µM. P47898. HTR5A cell line, luminescence. AID 504634. 340,000 tested, 0.083% active; in the data active = inhibition mostly above about 23%, no sharp cut-off; inactive = mostly below about 18%;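 note: 0% = cells with DMSO and 100% = no-cell wells with DMSO; some compounds called inactive have numbers as strong as hits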
V-ATPase pH – yeast V-ATPase proton transport regulation by pHLuorin. S. cerevisiae, pHLuorin cytosolic pH fluorescence. response, % at 10 µM. 350,000 tested, 0.37% active. AID 504577; in the data active = response mostly above about 7.3%, no sharp cut-off; inactive = mostly below about 5.4%; note: actives read high; inactives centre near 0; some compounds called inactive have numbers as strong as hits; reference of the scale not given here
DSG3 Ab inh – blocks pemphigus antibody binding to human desmoglein-3; 310,000 tested, 0.48% active; binding (percent of control), % at 10 µM; AID 588358; DSG3-coupled beads, scFv-anti-DSG3-GFP binding, flow cytometry; stronger effect = lower value; P32926;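 active = binding more than 3 SD below its plate's average and above zero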;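 note: hits lower antibody fragment binding to DSG3; some compounds called inactive have numbers as strong as hits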
Target sequence (P32926 whole entry, looked up, the tested form may be a part): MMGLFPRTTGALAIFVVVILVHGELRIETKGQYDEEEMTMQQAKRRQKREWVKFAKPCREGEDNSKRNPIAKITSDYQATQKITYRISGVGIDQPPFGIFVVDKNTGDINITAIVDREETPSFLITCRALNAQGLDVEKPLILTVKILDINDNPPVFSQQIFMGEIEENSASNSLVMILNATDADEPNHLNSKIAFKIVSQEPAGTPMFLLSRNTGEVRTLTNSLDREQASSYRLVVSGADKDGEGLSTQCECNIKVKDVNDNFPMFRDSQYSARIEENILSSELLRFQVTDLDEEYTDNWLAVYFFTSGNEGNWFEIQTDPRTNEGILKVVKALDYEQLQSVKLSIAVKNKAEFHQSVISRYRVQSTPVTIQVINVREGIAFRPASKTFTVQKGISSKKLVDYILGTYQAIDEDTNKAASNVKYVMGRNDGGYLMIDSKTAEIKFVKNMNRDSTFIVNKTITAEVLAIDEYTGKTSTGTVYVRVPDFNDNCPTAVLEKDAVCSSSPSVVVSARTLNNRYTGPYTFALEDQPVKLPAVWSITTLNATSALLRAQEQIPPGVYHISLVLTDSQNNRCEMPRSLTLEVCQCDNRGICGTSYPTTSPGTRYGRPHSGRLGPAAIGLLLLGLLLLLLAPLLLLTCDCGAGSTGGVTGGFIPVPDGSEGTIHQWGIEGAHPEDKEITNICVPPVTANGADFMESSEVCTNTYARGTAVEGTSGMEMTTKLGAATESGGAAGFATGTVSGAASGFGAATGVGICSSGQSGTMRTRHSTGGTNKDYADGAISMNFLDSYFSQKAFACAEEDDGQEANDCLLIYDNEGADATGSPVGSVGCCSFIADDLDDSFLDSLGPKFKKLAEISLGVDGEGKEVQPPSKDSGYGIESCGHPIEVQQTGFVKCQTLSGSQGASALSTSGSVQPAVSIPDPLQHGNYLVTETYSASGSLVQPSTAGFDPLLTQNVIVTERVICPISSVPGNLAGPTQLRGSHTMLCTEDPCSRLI
OPRM1-OPRD1 inv – inverse agonists of human mu-delta opioid receptor heterodimerization. cell-based MOR-DOR heterodimer luminescence, inverse agonism. 340,000 tested, 0.21% active. inhibition, % at 9.3 µM. AID 504357. P35372+P41143; in the data active = inhibition above about 22%, passing the limit was not always enough;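 note: 0% = cells with DMSO and 100% = wells without cells with DMSO; values of inactives mirror those of a sister screen read the other way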
PKA-R2B activ – PKA-R2B complex activation | P22694+P31323 | activation, % at 11.4 µM | 340,000 tested, 0.079% active | AID 504700 | PKA-R2B holoenzyme dissociation, Cy5-IP20 fluorescence polarization; R2B truncated from residue 108, S112A mutant; 0% DMSO only, 100% 113 µM cGMP;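 active = activation above a cutoff set at the mean over all compounds plus 3 SD, cut at about 18% in these data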;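 note: higher means more holoenzyme dissociation and a rise in polarization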
PKA-R1A act – activates the PKA-R1A holoenzyme complex; P00514+P68181; activation, % at 11.4 µM; 340,000 tested, 0.083% active; PKA-R1A dissociation, Cy5-IP20 fluorescence polarization; scaled: DMSO 0%, 113 µM cGMP 100%; AID 504707;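 active = percent activation above the mean of all tested compounds plus 3 SD, cut at about 19% in these data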;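 note: higher means more PKAc released from R1A so a rise in polarization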
Active calls of the source: *; . = no result given.

SMILES | HTR5A ag | MOR-DOR ag | DAGLB inh | Arrestin-AP2 inh | HTR5A inv ctr | V-ATPase pH | DSG3 Ab inh | OPRM1-OPRD1 inv | PKA-R2B activ | PKA-R1A act
Cc1ccccc1CN1CCNC(=O)C1CC(=O)N(C)CCC1CCOCC1 (configuration not stated) | 0 | -0.6 | -1 | 4 | 7 | 1 | 101 | 3 | -8 | 6
O=C(CC(c1cccs1)S(=O)(=O)c1ccccc1)c1ccc(F)cc1 (configuration not stated) | 0 | -1.2 | -3 | 5 | -39 | 0 | 107 | 6 | 3 | -2
Nc1ccc(S(=O)(=O)Nc2ncccn2)cc1 | 7 | -0.5 | -1 | 7 | -44 | -7 | 117 | 3 | 8 | 10
CC(O)c1nc2ccc(Cc3ccc4nc(C(C)O)[nH]c4c3)cc2[nH]1 (configuration not stated) | 5 | 3.8 | 1 | 4 | -46 | -1 | 107 | -21 | 9 | -4
NS(=O)(=O)c1ccc(CCNC(=O)CCc2nc3sc4c(c3c(=O)[nH]2)CCCC4)cc1 | -4 | -3.5 | 5 | 15 | 11 | 2 | 104 | 18 | -10 | 5
CN1CCN(c2ccccc2NC(=O)c2ccc(-c3cccc([N+](=O)[O-])c3)o2)CC1 | 0 | 6.6 | -4 | -10 | -1 | 2 | 88 | -41 | 5 | -5
O=C(Nc1ccccc1-c1nc2ccccc2s1)C1=COCCO1 | 1 | -0.1 | -10 | -1 | 7 | 3 | . | 1 | -2 | 5
CCOC(=O)c1c(C)oc2cc(Br)c(OC(C)C(=O)OCC)cc12 (configuration not stated) | 4 | 13 | -23 | -7 | -2 | -3 | . | -68 | -7 | -10
Cc1ccn(CCC(=O)N2CCCC(CCC(=O)NCc3ccc(F)c(F)c3)C2)n1 (configuration not stated) | 0 | -1.2 | 1 | 2 | 1 | 3 | 104 | 6 | 3 | -2
O=C(NC(=S)Nc1ccc(CN2CCOCC2)cc1)c1ccc(-c2cccc(Cl)c2)o1 | 3 | 0.7 | -5 | -3 | 13 | -1 | . | -3 | 7 | -1
Cc1ccc(C(C)C)c(OCC(=O)NN=C2CCCC2)c1 | 5 | 2.5 | -1 | 15 | 13 | 0 | 96 | -13 | 5 | -6
CCCOC(=O)c1ccc(N2C(=O)c3ccccc3C2=O)cc1 | -7 | 2.2 | -17 | 3 | 28 | 0 | . | -11 | -1 | -6

Overlap with the part before: 2 compounds, followed by the next part.
SMILES | HTR5A ag | MOR-DOR ag | DAGLB inh | Arrestin-AP2 inh | HTR5A inv ctr | V-ATPase pH | DSG3 Ab inh | OPRM1-OPRD1 inv | PKA-R2B activ | PKA-R1A act
Cc1ccc(C(C)C)c(OCC(=O)NN=C2CCCC2)c1 | 5 | 2.5 | -1 | 15 | 13 | 0 | 96 | -13 | 5 | -6
CCCOC(=O)c1ccc(N2C(=O)c3ccccc3C2=O)cc1 | -7 | 2.2 | -17 | 3 | 28 | 0 | . | -11 | -1 | -6
O=C(CSc1nccc(=O)[nH]1)Nc1ccc(Oc2ccccc2)cc1 | -3 | -2.5 | 1 | 15 | 15 | -3 | 96 | 12 | 1 | 1
Cc1ccc(C2=NS(=O)(=O)N(C)C(C(=O)NCc3ccco3)=C2)cc1 | 0 | -0.2 | -2 | -2 | 2 | -1 | 104 | 1 | 8 | -1
Cc1ccccc1S(=O)(=O)Nc1cccnc1 | 5 | -2.0 | 0 | 3 | 20 | 2 | 99 | 12 | 4 | 0
O=C(N/N=C/c1ccc2c(c1)OCO2)c1cc(-c2ccco2)nc2ccccc12 | 0 | -3.1 | 6 | 23 | -1 | 1 | 97 | 16 | -4 | 3
COc1ccc2c(c1)CCCC(Br)C2=O (configuration not stated) | -1 | 5.0 | -2 | -11 | 3 | -4 | 95 | -26 | 4 | 2
CC(C)c1ccc(/C=c2\sc3n(c2=O)C(N)=C(C#N)C(c2ccc(C(C)C)cc2)C=3C(N)=O)cc1 (configuration not stated) | 3 | 0.7 | 0 | 11 | -8 | -2 | 95 | -4 | -3 | -8
Cc1[nH]c2ccccc2c1/C=N/Nc1ccccc1[N+](=O)[O-] | -4 | -0.7 | 25 | 30 | 34 | 1 | 101 | 3 | -6 | -4
CCC(C)(C)n1nnnc1C(c1ccc2ncccc2c1)N1CCN(Cc2ccc3c(c2)OCO3)CC1 (configuration not stated) | -3 | -0.8 | 2 | 14 | 4 | -1 | 106 | 5 | -15 | -4
COC(=O)CN1C(=O)COc2ccc(S(=O)(=O)N3CCOCC3)cc21 | 9 | 0.0 | -1 | -2 | -7 | -1 | 104 | 0 | -14 | 6
CC(C)c1nnc(NC(=O)C2CCN(c3nc4ccccc4s3)CC2)s1 | 0 | -0.5 | -1 | -9 | -8 | . | 103 | 2 | 9 | -4
O=C(Cc1cccc2ccccc12)Nc1ccc(Br)cc1C(=O)O | 1 | 1.7 | 11 | -15 | -4 | 0 | 98 | -8 | -5 | 6
Cn1c(=O)[nH]c2cc(Cl)cnc21 | 4 | -3.2 | -1 | -3 | -9 | 0 | 96 | 13 | -7 | -6
CCc1ccccc1NC(=O)N[C@@H](C)C(=O)O | 3 | -1.2 | 3 | -1 | -7 | -4 | 103 | 6 | 5 | 0
CCc1c(C)nc2ncnn2c1NCCc1ccc(OC)cc1 | 5 | -3.1 | -2 | 1 | -49 | -2 | 99 | 16 | 1 | -9
CN(C)Cc1c(C(=O)N/N=C/c2ccc(OCc3ccc(F)cc3)cc2)nnn1-c1nonc1N | 3 | 3.8 | -5 | -1 | -47 | 7 | 102 | -27 | -4 | 5
COc1ccc(-c2csc(/C(C#N)=C(\O)CSc3nccn3C)n2)cc1OC | -5 | 0.5 | 0 | 8 | -3 | 1 | 101 | -3 | -13 | 3
O=C(CCc1nc2ccccc2c(=O)[nH]1)N1CCN(S(=O)(=O)c2ccc(F)cc2)CC1 | 1 | -4.5 | -3 | -2 | -7 | 1 | 100 | 17 | -11 | -6
Cc1cccc2c1CC(C)(C)N=C2C1=C(O)CC(C)(C)CC1=O | 1 | -3.5 | -2 | -12 | -2 | 2 | 98 | 17 | -7 | -5
COc1cccc(NC(=O)CCc2c(C)nc3nc(CNC(=O)c4cccc(F)c4)nn3c2C)c1 | 1 | -2.7 | -2 | 21 | 8 | -2 | 101 | 14 | -6 | -14
CC1CCN(C(=O)Cn2c(=O)oc3cc(S(=O)(=O)N4CCCCC4)ccc32)CC1 | 5 | -1.6 | -4 | -10 | -20 | 2 | 104 | 8 | -5 | -8
O=C(CN1CCCCCC1)Nc1nc2ccccc2s1 | 7 | -3.4 | 0 | 0 | -22 | -3 | 128 | 17 | -7 | -7
CCCCOC(=O)C1=C(C)NC(=O)NC1c1ccc(OC)cc1 (configuration not stated) | -1 | -0.9 | -2 | 4 | 1 | -3 | 113 | 5 | -2 | -9
CC(C)(C)c1nc(CN2CCCCC2)cc(CN2CCCCC2)c1O | 1 | 3.4 | -1 | 8 | -15 | -1 | 99 | -19 | -3 | 6
O=[N+]([O-])/C(C(Cl)=C(Cl)Cl)=C(/Sc1ccccc1)N1CCCCC1 | 2 | -1.2 | -1 | 19 | 17 | 0 | 116 | 6 | -3 | 1
CCCCn1c(N)c(N(CC(C)C)C(=O)CN(C)S(=O)(=O)c2ccc(F)cc2)c(=O)[nH]c1=O | 6 | -0.6 | 0 | -5 | -17 | 0 | 105 | 4 | -2 | 3
Clc1ccc2c(c1)C(N1CCNCC1)Cc1ccccc1S2 (configuration not stated) | 8 | 8.7 | 2 | 1 | -28 | 0 | 107 | -51 | -2 | 3
COc1ccccc1CC(=O)Nc1ccc(F)cc1F | -1 | -1.1 | 0 | -13 | -5 | 3 | 95 | 6 | 5 | -2
CCC(O)(C(=O)Nc1ccccc1C(F)(F)F)c1ccccc1OC (configuration not stated) | -3 | -0.9 | -5 | 6 | 9 | -5 | 103 | 5 | -6 | -10
Clc1ccccc1OCCn1nnc2ccccc21 | 4 | 0.7 | -1 | -7 | -14 | 3 | 103 | -3 | -9 | 4
O=C(COC(=O)c1ccc([N+](=O)[O-])o1)Nc1cccc(S(=O)(=O)N2CCOCC2)c1 | 1 | 2.8 | -2 | -9 | -36 | 1 | 101 | -15 | -8 | -4
CCOc1ccc2ccccc2c1CNCCN1CCOCC1 | 8 | 1.1 | 6 | 13 | -22 | -2 | 107 | -7 | 2 | -4
COc1ccc(CCNS(=O)(=O)c2ccc(S(=O)(=O)N3CCCC3)cc2)cc1OC | -1 | 0.8 | 0 | 13 | 3 | 0 | 100 | -5 | 1 | 7
CSCCC(NC(=O)c1ccccc1)C(=O)OCC(=O)c1ccc[nH]1 (configuration not stated) | -4 | 0.3 | -1 | 29 | 4 | 3 | 91 | -2 | -7 | -3
Cc1ccc(NC(=O)CN2c3cccc4cccc(c34)S2(=O)=O)cc1 | -3 | 2.5 | -4 | 0 | 7 | -1 | 105 | -10 | -13 | -6
CN(C)S(=O)(=O)c1ccc(C(=O)Nc2ccc3nc(N4CCOCC4)sc3c2)cc1 | 1 | -2.1 | 0 | 34 | -2 | -10 | 91 | 8 | 3 | -2
CCN1C(=O)/C(=C/N(C(C)=O)c2ccccc2)N(c2ccccc2)C1=S | -3 | 0.6 | 3 | 32 | -9 | 1 | 121 | -4 | -3 | -1
COc1ccc([N+](=O)[O-])cc1NC(=O)CCC(=O)c1cccs1 | 5 | 1.0 | -2 | 20 | 13 | 2 | 100 | -5 | -10 | 7
COc1ccc2c(c1)CCN(C(=O)CCl)C2C1C(=O)CCCC1=O (configuration not stated) | 0 | -4.6 | 0 | 14 | 15 | -3 | 87 | 23 | -6 | 8
O=C(O)C[C@H]1c2cc(F)ccc2S(=O)(=O)N1C1CCCC1 | 4 | -2.7 | 2 | -6 | -11 | -3 | 106 | 16 | -6 | -4
CCCCNC(=O)C1C2C=CC(C2)C1C(=O)O (configuration not stated) | 3 | -2.2 | 2 | 4 | -12 | -2 | . | 11 | -10 | -3
COc1cc2c(cc1OC)C(c1cc3ccc(C)cc3[nH]c1=O)N(C(=O)c1ccco1)CC2 (configuration not stated) | 5 | -2.7 | 3 | 5 | -13 | -2 | 110 | 15 | 8 | 4
O=C(Nc1ccccc1)c1cccc(S(=O)(=O)NCc2ccco2)c1 | -4 | -2.3 | 0 | -4 | -11 | 1 | . | 15 | 0 | 2
CCC(C(=O)O)n1c2ccccc2c2cn[nH]c(=O)c21 (configuration not stated) | -4 | -1.8 | 0 | 43 | 14 | 0 | 98 | 8 | 4 | 6
CCOc1ccc(-c2c(C(=O)N/N=C/c3ccc(C)cc3)nnn2-c2nonc2N)cc1 | 8 | -1.9 | -4 | 6 | 5 | 2 | . | 9 | -3 | -3
COc1ccc(CN(CC2CCCO2)C(=O)CN2C(=O)COc3ccccc32)cc1OC (configuration not stated) | -2 | -2.4 | 1 | -10 | 5 | 3 | . | 14 | -2 | -3

An unsorted share of the library. Share with any hit: about 2.4%.
